ERG Ets-DNA blk = blocks human ERG Ets domain binding to DNA. Potency, µM (series often up to 76.9 µM), for the others: top-dose FP activity, negative = inhibition, usual class: inhibitors. 370,000 tested, 0.028% active. fluorescence polarization, His-ERG Ets domain / labelled DNA. P11308; active = well fitted inhibition curve with a large enough effect in the polarisation, with a control signal flat; inconclusive = small, poorly fitted or top-dose-only effect, or effect the other way, or a change in a side signal; inactive = no such curve, though single readings can be large or run the other way; the % refers to the polarisation;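 note: polarization taken with two DNA probes labelled with fluorescein and Texas red; potency is the fitted concentration of half-maximal effect; % of control where 0% means no effect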
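His-tagged ERG Ets domain (1 uM in the protein solution; 300mM KCl, 50mM Tris-HCl, 1mM EDTA, 1mM DTT, pH 7.5) received compound, then a probe mix of 5 nM fluorescein-DNA and 100nM Texas-615-DNA. Fluorescence polarization was read for both dyes.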
Vif-A3F inh = inhibitors of Vif-A3F interaction; 390,000 tested, 0.2% active; AID 602313; HeLa A3F-eYFP + Vif (tagged APOBEC3F with the HIV-1 protein that degrades it), YFP fluorescence increase; Potency, µM (doses to about 46.1 µM), for inactives: at the highest dose activity, negative = active; note: potency is the fitted concentration of half-maximal effect; % of control where 0% means no effect; nearly all actives have a fitted effect of over 65% in size
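Fluorescence increase (Ex 488/Em 500-530) after overnight compound treatment at 37 deg C flags inhibition of Vif-driven A3F-eYFP loss in stable HeLa A3F-eYFP/Vif cells seeded overnight beforehand.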
D2 antagonist = antagonizes the human D2 dopamine receptor; P14416; HEK293 TREx D2 cells, calcium flux, dopamine EC80; inhibition, % at 10 µM; 340,000 tested, 2% active; in the data active = inhibition above about 30%; note: 0% is about no effect
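Measurement of antagonist activity uses fluorescent calcium dye in inducible HEK293 T-REx D2 cells: 10 s baseline, compound addition with 180 s read, EC80 dopamine addition with a further 180 s read.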
LDHA block = blocks human lactate dehydrogenase A. P00338. purified LDHA, NADH/diaphorase-resazurin fluorescence; active compounds read low. activity change, % (values are at about 110 or 230 µM). 480,000 tested, 0.15% active; in the data active = activity change below about -30%; inconclusive = mostly about -25% to -30%;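 note: plate controls were DMSO wells for no effect and wells without enzyme for full effect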
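Human LDH5 at 2 nM final in Tris HCl pH 7.4 with 0.06 mM NADH and 0.2 mM pyruvate, reacted 5 minutes at room temperature. Remaining NADH coupled via diaphorase/resazurin; resorufin fluorescence read at 0 and 20 minutes, normalized to enzyme-free and DMSO wells.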
D2 agonist = agonists of human D2 dopamine receptor; P14416; HEK293 T-REx D2 cells, calcium flux agonist mode; activation, % at 2 µM; 340,000 tested, 0.53% active;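 active = activation over 3 SD above normal in the single-dose calcium agonist read, cut at about 30% in these data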; note: 0% is about no effect
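Tetracycline-induced HEK293 Trex cells with D2 receptor force-coupled to calcium signaling, plated overnight at 30 C and loaded with no-wash calcium dye. Calcium flux read kinetically for 180 s after compound addition; responses flag agonists.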
RGS4 inhibitor = human RGS4 inhibition; 390,000 tested, 0.039% active; Potency, µM (titrated, usually from 114 µM), for inactives: at the highest dose activity change, negative = inhibition, hits mostly inhibitors; P49798; Transcreener GDP fluorescence polarization, RGS4-accelerated GTP hydrolysis; note: potency is the fitted concentration of half-maximal effect; % is set by controls: 0 for no effect and ±100 for the full control effect; nearly all actives have a fitted effect of over 75% in size; some results filed as inactive show a strong effect at the top dose
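MLSMR compounds (23 nl, pin-transferred) preincubated 10 min at room temperature with a 500nM (2x) first reagent, then RGS4 at 900nM (2x) plus Transcreener GDP mix added; fluorescence polarization (620/688 nm) read before and after 90 min at 30 °C.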
Vif-APOBEC3G blk = inhibitors of Vif-APOBEC3G interaction. Q9HC16. HeLa A3G-eYFP + Vif (tagged APOBEC3G with the HIV-1 protein that degrades it), YFP fluorescence, overnight. Potency, µM (titrated, usually from 46.1 µM), for the others: at the highest dose activity, negative = active, usual class: inhibitors. 410,000 tested, 0.076% active. AID 602310;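 note: potency is the fitted concentration of half-maximal effect; % is set by controls: 0 for no effect and ±100 for the full control effect; nearly all actives have a fitted effect of over 60% in size; hits raise eYFP signal because A3G escapes Vif-driven loss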
Target sequence (Q9HC16 whole entry, looked up): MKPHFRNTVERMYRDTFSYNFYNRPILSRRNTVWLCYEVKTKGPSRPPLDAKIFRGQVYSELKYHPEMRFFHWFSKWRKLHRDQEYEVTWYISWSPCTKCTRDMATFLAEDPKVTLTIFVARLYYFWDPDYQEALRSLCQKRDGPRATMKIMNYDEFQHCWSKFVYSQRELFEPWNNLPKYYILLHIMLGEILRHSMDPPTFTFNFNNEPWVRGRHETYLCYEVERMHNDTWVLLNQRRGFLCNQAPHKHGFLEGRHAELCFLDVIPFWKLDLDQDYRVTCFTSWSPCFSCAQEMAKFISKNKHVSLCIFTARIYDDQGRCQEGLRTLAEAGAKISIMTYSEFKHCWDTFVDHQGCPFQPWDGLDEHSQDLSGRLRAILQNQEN
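Read-out is eYFP fluorescence (Ex 488/Em 500-530) from Vif-expressing HeLa A3G-eYFP cells; more signal means A3G escaped Vif-mediated degradation. Cells plated overnight, compound pinned in, incubated overnight at 37 deg C.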
Glioma ERSR ind = induces the endoplasmic reticulum stress response in human glioma cells; U87-MG GRP78 promoter luciferase reporter, 16 h; Potency, µM, inactives show at the highest dose activation, actives largely listed as activators; 420,000 tested, 0.02% active; note: potency is the fitted concentration of half-maximal effect; series mostly up to about 76 µM; % of control where 0% means no effect; nearly all actives have a fitted effect of over 35% in size
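Stably transfected U87-MG glioma cells carrying a GRP78-based luciferase sensor; 16 h compound incubation. Luminescence end-point read 10 min after Bright-Glo addition at room temperature.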
12-LOX inh = ALOX12 (human) lipoxygenase inhibition. P18054. purified 12hLO, xylenol orange hydroperoxide absorbance. Potency, µM (highest dose often 108 µM), inactives show at the top dose activity change, negative = inhibition, hits mostly inhibitors. 580,000 tested, 1.1% active. AID 1671190; note: potency is the fitted concentration of half-maximal effect; % is set by controls: 0 for no effect and ±100 for the full control effect
Target sequence (P18054 whole entry, looked up): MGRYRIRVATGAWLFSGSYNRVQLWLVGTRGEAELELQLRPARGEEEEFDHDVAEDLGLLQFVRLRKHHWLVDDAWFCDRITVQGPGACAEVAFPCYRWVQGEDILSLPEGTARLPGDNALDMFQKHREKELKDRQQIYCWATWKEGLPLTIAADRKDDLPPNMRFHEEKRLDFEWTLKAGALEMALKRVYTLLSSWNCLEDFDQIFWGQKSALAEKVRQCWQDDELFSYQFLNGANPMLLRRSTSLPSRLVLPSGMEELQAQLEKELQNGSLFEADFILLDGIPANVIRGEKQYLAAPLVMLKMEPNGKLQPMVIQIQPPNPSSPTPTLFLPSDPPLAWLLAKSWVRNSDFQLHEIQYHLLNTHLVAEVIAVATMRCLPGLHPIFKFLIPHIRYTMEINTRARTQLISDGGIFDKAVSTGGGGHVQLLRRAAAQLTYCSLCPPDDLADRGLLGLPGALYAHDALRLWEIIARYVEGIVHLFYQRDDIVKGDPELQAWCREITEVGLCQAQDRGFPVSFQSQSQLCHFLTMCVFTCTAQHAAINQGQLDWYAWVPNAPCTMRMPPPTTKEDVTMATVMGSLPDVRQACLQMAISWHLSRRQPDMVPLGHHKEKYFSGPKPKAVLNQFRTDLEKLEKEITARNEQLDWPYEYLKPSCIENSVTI
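Purified human 12hLO (150 nM final) in 25 mM Hepes, 0.01% Triton X-100, pH 7.0 was preincubated 15 min at room temperature with compound. Then 40 uM arachidonic acid was added, 30 min. Hydroperoxide was read by Fe-XO absorbance ratio 573/405 nm.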
* = called active by the depositor; & = joins results of further samples; [ ] = another dose, or the depositor's remark. Unless noted, calls come from the whole dose curve; as a rule, active = well fitted curve in the direction sought with a large enough effect; inconclusive = small, poorly fitted or top-dose-only effect, or another doubt; inactive = no such curve, though single readings can be large; an effect the other way counts as inactive or inconclusive.

How did Cc1ccccc1Nc1c(-c2ccncc2)nc2ccc(Br)cn12 do in these assays?
Vif-A3F inh: -9%; D2 antagonist: 7; LDHA block: -2; D2 agonist: 2.0; RGS4 inhibitor: -36%; Vif-APOBEC3G blk: 0%; Glioma ERSR ind: -6%; 12-LOX inh: -19%

Results for CCNc1nc(NCC)n2c(SCC(=O)Nc3ccc(F)cc3[N+](=O)[O-])nnc2n1 ?
ERG Ets-DNA blk: 20%; Vif-A3F inh: 3%; D2 antagonist: 0; LDHA block: -5; D2 agonist: 0.0; RGS4 inhibitor: 13%; Vif-APOBEC3G blk: 0%; Glioma ERSR ind: 6%; 12-LOX inh: 4%

Results for CC(C)N(C)CCOC(=O)c1ccc2c(c1)OCCO2 ?
ERG Ets-DNA blk: -3%; Vif-A3F inh: 0%; D2 antagonist: -1; LDHA block: -6; D2 agonist: 1.0; RGS4 inhibitor: -6%; Vif-APOBEC3G blk: 4%; Glioma ERSR ind: 1%; 12-LOX inh: 0%

Results for O=C(O)CN1C(=O)CSC1=S ?
ERG Ets-DNA blk: 142%[activator]; Vif-A3F inh: -3%; D2 antagonist: -21; LDHA block: 16; D2 agonist: 0.4; RGS4 inhibitor: -29%; Vif-APOBEC3G blk: 1%; Glioma ERSR ind: 1%; 12-LOX inh: -27%

What do the screens show for `Cc1ccc(C(=O)N(CC(=O)NC2CCCC2)c2ccc3c(c2)OCCO3)s1`?
ERG Ets-DNA blk: -8%; Vif-A3F inh: 0%; D2 antagonist: 17; LDHA block: -4; D2 agonist: -0.7; RGS4 inhibitor: 0%; Vif-APOBEC3G blk: 0%; Glioma ERSR ind: -3%; 12-LOX inh: -7%

What do the screens show for `CC(C)(C)c1ccc(OCC(=O)NCCN2CCOCC2)cc1`?
ERG Ets-DNA blk: 11%; Vif-A3F inh: 16%; D2 antagonist: 6; LDHA block: 1; D2 agonist: -0.3; RGS4 inhibitor: -32%; Vif-APOBEC3G blk: 1%; Glioma ERSR ind: -5%; 12-LOX inh: -4%

What do the screens show for `COc1ccc(C2c3c(oc4cc(C)cc(C)c4c3=O)C(=O)N2Cc2ccco2)cc1OC` (configuration not stated)?
ERG Ets-DNA blk: 1%; LDHA block: -2; RGS4 inhibitor: -6%; 12-LOX inh: inconclusive

How did CC1CCCCN1Cc1nc2c(c(=O)n(C)c(=O)n2C)n1Cc1c(F)cccc1Cl (configuration not stated) do in these assays?
ERG Ets-DNA blk: 2%; Vif-A3F inh: -17%; D2 antagonist: 10; LDHA block: 0; D2 agonist: 0.8; RGS4 inhibitor: 3%; Vif-APOBEC3G blk: -4%; Glioma ERSR ind: -2%

What do the screens show for `O=C(NCc1cccnc1)c1ccc(COc2ccc(Cl)cc2Cl)o1`?
ERG Ets-DNA blk: -7%; Vif-A3F inh: 4%; D2 antagonist: 5; LDHA block: 0; D2 agonist: -0.1; RGS4 inhibitor: -27%; Vif-APOBEC3G blk: -2%; Glioma ERSR ind: -5%; 12-LOX inh: 0%

How did N#C/C(=N\Nc1cccc(F)c1)C(=O)C1CC1 do in these assays?
ERG Ets-DNA blk: -1%; Vif-A3F inh: -2%; D2 antagonist: -2; LDHA block: -6; D2 agonist: 1.8; RGS4 inhibitor: 2%; Vif-APOBEC3G blk: 0%; Glioma ERSR ind: -4%; 12-LOX inh: -16%

How did CN(C)S(=O)(=O)c1ccc(N2CCCC2)c(C(=O)Nc2nc(-c3ccc(F)c(F)c3)cs2)c1 do in these assays?
ERG Ets-DNA blk: 9%; Vif-A3F inh: -1%; D2 antagonist: -5; LDHA block: -4; D2 agonist: 0.8; RGS4 inhibitor: 2%; Vif-APOBEC3G blk: -4%; Glioma ERSR ind: -3%; 12-LOX inh: -5%

Results for CCc1ccc(N2CCn3c2nc2c3c(=O)n(CCc3ccccc3)c(=O)n2C)cc1 ?
ERG Ets-DNA blk: -1%; Vif-A3F inh: 3%; LDHA block: -5; D2 agonist: 0.5; RGS4 inhibitor: 23%; Vif-APOBEC3G blk: -5%; Glioma ERSR ind: -3%; 12-LOX inh: -21%

How did COc1ccc(S(=O)(=O)NCC(c2ccc3c(c2)OCO3)N2CCOCC2)cc1C (configuration not stated) do in these assays?
ERG Ets-DNA blk: -6%; Vif-A3F inh: 4%; D2 antagonist: -3; LDHA block: 0; D2 agonist: 0.4; RGS4 inhibitor: -4%; Vif-APOBEC3G blk: 2%; Glioma ERSR ind: -3%; 12-LOX inh: 2%

How did Cc1ccc(OCC(O)Cn2c(N)nc3c2c(=O)n(C)c(=O)n3C)cc1 (configuration not stated) do in these assays?
ERG Ets-DNA blk: -5%; Vif-A3F inh: 14%; D2 antagonist: -6; LDHA block: 5&-3; D2 agonist: -0.3; RGS4 inhibitor: 38%; Vif-APOBEC3G blk: 5%; Glioma ERSR ind: -2%; 12-LOX inh: -21%&-23%

Results for O=C(Nc1cnccn1)c1ccncc1 ?
ERG Ets-DNA blk: -1%; Vif-A3F inh: 0%; D2 antagonist: 4; LDHA block: -12; D2 agonist: 0.5; RGS4 inhibitor: -1%; Vif-APOBEC3G blk: 2%; Glioma ERSR ind: -4%; 12-LOX inh: 0%

What do the screens show for `O=C(NC1CCCCC1)c1ccc2c(c1)sc1nc(-c3ccccc3)cn12`?
ERG Ets-DNA blk: 1%; Vif-A3F inh: -16%; LDHA block: 1; D2 agonist: 1.4; RGS4 inhibitor: 17%; Vif-APOBEC3G blk: -6%; Glioma ERSR ind: -2%; 12-LOX inh: -4%

Results for O=C1CC(c2ccccc2)Cc2[nH]c(=O)c(C(=O)Nc3cccc(F)c3)cc21 (configuration not stated) ?
ERG Ets-DNA blk: 8%; Vif-A3F inh: -9%; LDHA block: -2; D2 agonist: 3.8; RGS4 inhibitor: -17%; Vif-APOBEC3G blk: -12%; Glioma ERSR ind: -4%; 12-LOX inh: -1%

Results for CCOC(=O)c1ccc(NC(=O)c2ccc3c(c2)c(C)c(C)n3Cc2ccc(F)cc2)cc1 ?
ERG Ets-DNA blk: 1%; Vif-A3F inh: 7%; LDHA block: 0; D2 agonist: -0.7; RGS4 inhibitor: -10%; Vif-APOBEC3G blk: 4%; Glioma ERSR ind: -2%; 12-LOX inh: -9%

What do the screens show for `Cc1ccc(NC(=O)CSc2nnc3nc(C)cc(C)n23)cc1`?
ERG Ets-DNA blk: -11%; Vif-A3F inh: -5%; LDHA block: -3; D2 agonist: 0.5; RGS4 inhibitor: 22%; Vif-APOBEC3G blk: 3%; Glioma ERSR ind: -3%; 12-LOX inh: inconclusive

What do the screens show for `O=C(CCl)Nc1cn(-c2ccccc2)nc1-c1ccc(F)cc1`?
ERG Ets-DNA blk: 10%; Vif-A3F inh: -1%; LDHA block: -2; RGS4 inhibitor: -5%; Vif-APOBEC3G blk: inconclusive; Glioma ERSR ind: -12%; 12-LOX inh: -12%

What do the screens show for `C/C(=N\NC(=O)c1cc(-c2cccnc2)nc2ccccc12)c1ccccc1O`?
ERG Ets-DNA blk: 3%; Vif-A3F inh: inconclusive; D2 antagonist: 0; LDHA block: 6; D2 agonist: -0.9; RGS4 inhibitor: 29%; Vif-APOBEC3G blk: -13%; Glioma ERSR ind: 2%; 12-LOX inh: 0%

Results for Cc1ccccc1NC(=O)CSc1nnc(Cc2ccccc2)o1 ?
ERG Ets-DNA blk: -7%; Vif-A3F inh: -11%; D2 antagonist: 5; LDHA block: -5; D2 agonist: -0.4; RGS4 inhibitor: -13%; Vif-APOBEC3G blk: -2%; Glioma ERSR ind: 1%; 12-LOX inh: -10%

Results for CCc1cc(C(=O)Nc2ncccc2O)sc1C ?
ERG Ets-DNA blk: -10%; Vif-A3F inh: -10%; D2 antagonist: -11; LDHA block: 1; D2 agonist: 0.0; RGS4 inhibitor: -8%; Vif-APOBEC3G blk: 1%; Glioma ERSR ind: -13%; 12-LOX inh: 193%[activator]

How did CC(C)c1ccc(C2C3=C(COC3=O)Nc3cc4c(cc32)OCO4)cc1 (configuration not stated) do in these assays?
ERG Ets-DNA blk: 0%; Vif-A3F inh: inconclusive; D2 antagonist: -7; LDHA block: -7; D2 agonist: 0.5; RGS4 inhibitor: 4%; Vif-APOBEC3G blk: -57%; Glioma ERSR ind: -4%; 12-LOX inh: 22%

What do the screens show for `CCOc1cc(/C=N/NC(N)=O)cc(Br)c1OCc1ccccc1`?
ERG Ets-DNA blk: 0%; Vif-A3F inh: -14%; LDHA block: -8; RGS4 inhibitor: 38%[11.4 µM]; Vif-APOBEC3G blk: -8%; Glioma ERSR ind: -5%; 12-LOX inh: 6%

What do the screens show for `Cc1cc(Br)c(NC(=O)CN2CCCC2)c(Br)c1`?
ERG Ets-DNA blk: 12%; Vif-A3F inh: -5%; D2 antagonist: 20; LDHA block: -3; D2 agonist: 0.5; RGS4 inhibitor: -9%; Vif-APOBEC3G blk: 2%; Glioma ERSR ind: 1%; 12-LOX inh: 5%

Assay outcomes from PubChem BioAssay.

These rows are one share of the data. The share of hits here may be higher or lower than overall.
